KinaseGlo FLuc = Counterscreen for Luciferase (Kinase-Glo TM) Inhibition; Kinase-Glo luciferase, ATP luminescence, 8 min; Potency, µM (series often up to 38.3 µM), without a hit: at the highest dose activity change, negative = inhibition, most hits filed as inhibitors; 200,000 compounds, 0.28% hits; further: potency means the concentration at half of the fitted maximal effect; on the % scale 0 is the no-effect control and ±100 the full control effect; nearly all actives have a fitted effect of over 60% in size
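Substrate mix (final 50 mM imidazole pH 7.2, 50 mM KCl, 7 mM MgCl2, 10 uM ATP, 0.01% Tween 20, 0.05% BSA) plus pin-tool compound, then Kinase-Glo detection mix; 8 min ambient, luminescence read.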
CBFb RUNX1 block = qHTS Assay for Compounds Blocking the Interaction Between CBF-beta and RUNX1 for the Treatment of Acute Myeloid Leukemia. AID 1477, 2009. Potency, µM (titrated, usually from 59.8 µM), inactives show at the top dose activity, negative = inhibition, hits mostly inhibitors. 230,000 tested, under 10 active. AlphaScreen CBFb-His/RUNX1-biotin binding, biochemical; further: % of control where 0% means no effect
Target sequence (Q01196 whole entry, looked up): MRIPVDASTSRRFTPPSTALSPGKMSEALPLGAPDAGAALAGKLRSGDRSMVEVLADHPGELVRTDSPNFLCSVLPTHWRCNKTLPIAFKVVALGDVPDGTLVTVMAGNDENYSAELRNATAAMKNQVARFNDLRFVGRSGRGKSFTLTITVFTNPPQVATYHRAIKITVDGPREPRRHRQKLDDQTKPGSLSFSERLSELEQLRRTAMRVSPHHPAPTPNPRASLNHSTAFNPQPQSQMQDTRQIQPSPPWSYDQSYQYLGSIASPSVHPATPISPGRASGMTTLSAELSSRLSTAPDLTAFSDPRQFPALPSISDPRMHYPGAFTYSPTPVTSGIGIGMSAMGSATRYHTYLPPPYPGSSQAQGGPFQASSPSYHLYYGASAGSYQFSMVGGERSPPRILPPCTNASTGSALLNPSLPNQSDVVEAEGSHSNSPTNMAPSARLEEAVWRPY
Target sequence (Q13951 whole entry, looked up): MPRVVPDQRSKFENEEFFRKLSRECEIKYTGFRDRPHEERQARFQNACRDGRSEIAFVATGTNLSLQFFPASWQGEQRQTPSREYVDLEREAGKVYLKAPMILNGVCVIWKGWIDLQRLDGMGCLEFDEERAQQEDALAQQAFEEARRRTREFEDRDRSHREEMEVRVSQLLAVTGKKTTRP
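CBF-beta (His) and RUNX1 (biotin), 30 nM each; 20 min preassociation; + compound, 15 min; + beads 50 ng each (Ni, streptavidin), 90 min; RT; AlphaScreen read.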
IMPase Li inh = qHTS Assay for Identifying the Cell-Membrane Permeable IMPase Inhibitors: Potentiation with Lithium. 210,000 compounds, 0.35% hits. CHO-M1 cells, IP1 TR-FRET (IP-One), carbachol + lithium. Potency, µM (titrated, usually from 59.4 µM), for inactives: top-dose activity, negative = IMPase inhibition, most hits filed as inhibitors;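 further: IP1 builds up when IMPase is blocked and the TR-FRET signal falls; potency means the concentration at half of the fitted maximal effect; plate controls were basal vehicle for no effect and high inhibitor control for full effect; nearly all actives have a fitted effect of over 50% in size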
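IP1 accumulation measured by competitive TR-FRET in lysed CHO-M1 cells after 30 min compound exposure at 37C, with a small lithium addition to potentiate weak responses. Hill-equation AC50 from ratio and donor-channel data.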
Epigenetic reg = Quantitative High-Throughput Screen for Regulators of Epigenetic Control. murine LDR cells, GFP reporter derepression, 30 h. Potency, µM (series often up to 53.9 µM), inactives show at the highest dose GFP activation, most hits filed as activators. 280,000 compounds, 0.2% hits; further: potency means the concentration at half of the fitted maximal effect; % of control where 0% means no effect; nearly all actives have a fitted effect of over 60% in size
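Murine LDR cells bearing a silenced CMV-driven GFP reporter were exposed to compound for 30 h at 37 C. After PBS washes, GFP-positive cells (20-120 um objects) counted by laser-scanning microplate cytometry.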
HttQ103 aggreg = qHTS Multiplex Assay to Identify Dual Action Probes in a Cell Model of Huntington: Aggregate Formation (GFP); PC12 HttQ103-GFP aggregates, Acumen cytometry, 40 h; Potency, µM (doses to about 46.1 µM), for the others: top-dose activity change, negative = inhibition, usual class: inhibitors; 220,000 compounds, 1.1% hits; AID 1688, 2009; further: potency means the concentration at half of the fitted maximal effect; on the % scale 0 is the no-effect control and ±100 the full control effect; nearly all actives have a fitted effect of over 60% in size
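Ecdysone-promoter PC12 model expressing HTT exon 1 Q103 fused to GFP, induced by tebufenozide at 100 nM final. Compounds titrated; aggregates sized 1–25 µm scored on a 488 nm laser cytometer.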
NPSR antagonist = qHTS Assay for Antagonists of the Neuropeptide S Receptor: cAMP Signal Transduction; CHO-NPSR cells, cAMP TR-FRET, antagonist mode; Potency, µM (highest dose often 38.3 µM), inactives show at the highest dose activity change, negative = inhibition, usual class: inhibitors; 220,000 compounds, 1% hits; AID 1461, 2008; Q6W5P4; further: potency means the concentration at half of the fitted maximal effect; on the % scale 0 is the no-effect control and ±100 the full control effect; nearly all actives have a fitted effect of over 50% in size; many of its hits are not listed in these tables
Target sequence (Q6W5P4 whole entry, looked up): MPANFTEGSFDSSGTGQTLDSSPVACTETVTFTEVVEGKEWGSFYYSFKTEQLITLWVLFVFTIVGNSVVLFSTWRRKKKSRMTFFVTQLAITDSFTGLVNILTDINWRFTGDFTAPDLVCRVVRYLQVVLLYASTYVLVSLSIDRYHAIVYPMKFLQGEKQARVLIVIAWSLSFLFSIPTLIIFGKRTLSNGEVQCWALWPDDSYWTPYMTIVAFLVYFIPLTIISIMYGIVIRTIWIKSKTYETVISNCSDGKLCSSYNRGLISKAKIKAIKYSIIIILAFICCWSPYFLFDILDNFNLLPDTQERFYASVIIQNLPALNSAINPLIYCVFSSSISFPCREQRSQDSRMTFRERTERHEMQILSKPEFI
Lamin A splicing = qHTS Assay for Modulators of Lamin A Splicing | HeLa LMNA splicing GFP/RFP minigene ratio, 48 h | Potency, µM (top dose mostly 46.1 µM), inactives show at the top dose ratio change, negative = inhibition, most hits filed as inhibitors | 200,000 compounds, 0.01% hits; active means well fitted inhibition curve with a large enough effect in the signal ratio, with a control signal flat, not every such curve was filed as active; inconclusive means small, poorly fitted or top-dose-only effect, or effect the other way, or a change in a side signal; the % refers to the signal ratio; further: potency means the concentration at half of the fitted maximal effect; on the % scale 0 is the no-effect control and ±100 the full control effect
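S3 HeLa cells stably expressing lamin A-EGFP splicing minigene plus DsRed2, 600 cells/well, 48 h compound exposure at 37C. Laser-scanning cytometry; analysed as GFP (500-530 nm)/RFP (575-640 nm) total intensity ratio; 0.5% DMSO vehicle.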
Active calls of the source: *; ? = inconclusive; / = no result given; [ ] = remark or other dose. Unless noted, the call rests on the fitted dose curve; in most records, active means well fitted curve in the direction sought with a large enough effect; inconclusive means small, poorly fitted or top-dose-only effect, or another doubt; inactive means no such curve, though single readings can be large; an effect the other way counts as inactive or inconclusive.

Values run as follows: KinaseGlo FLuc, CBFb RUNX1 block, IMPase Li inh, Epigenetic reg, HttQ103 aggreg, NPSR antagonist, Lamin A splicing
N=c1c2c3c(sc2nc2n1CCCCC2)CCCCC3
  -1%, 2%, 15%[38.3 µM], -0.7%, -30%, 5%[46.1 µM], ?
Cc1nn(C(C)C(=O)NCC2CCCO2)c(C)c1[N+](=O)[O-] (configuration not stated)
  0%, -2%, 3%, 2.0%, 28%, 4%, 2%[46 µM]
COC(=O)C1C(=O)C2=C(CC1C)NC(C)=C(C(=O)OC1CCCCC1)C2c1ccc(N(C)C)cc1 (configuration not stated)
  1%, 5%, 4%, 13%, -21%, -27%[46.1 µM], -15%
Cn1ccnc1/C(=N\NC(=O)c1ccc(O)cc1)c1cccc([N+](=O)[O-])c1
  /, -1%, /, 0.1%, 24%[9.22 µM], -11%, /
COc1ccc(C2C3=C(CCCC3=O)Nc3nc(SCc4ccccc4)nn32)cc1OC (configuration not stated)
  1%, 8%, -10%[38.3 µM], 0.0%, 14%, -19%[46.1 µM], 11%
O=C(CN1N=C(c2ccc(Cl)cc2)CCC1=O)NCc1cccnc1
  2%, 3%, -2%, 0.0%, 10%, 3%[46.1 µM], -10%
COC(=O)c1c(NC(=O)c2cccc([N+](=O)[O-])c2)sc(C(N)=O)c1C
  -1%, -5%, 0%, 1.4%, ?, -14%, ?
Cc1ccc(C(=O)C(C(=O)/C=C/c2ccccc2)=C2SCCCS2)cc1
  -1%, 9%, 9%, 1.2%, ?, ?, ?
CCOC(=O)c1[nH]c2ccc(F)cc2c1NC(=O)CCN1CCOCC1
  -1%, 3%, -6%, -0.2%, -1%, 3%, 0%
CC(=O)c1c(C(C)=O)c(C)n(C2CCCCC2)c1C
  3%, -4%, 10%, -1.0%, -26%, 13%, -2%
CCC(C)(C(=O)NC1CCCCC1)N(C(=O)Cc1cccs1)c1ccccc1 (configuration not stated)
  0%, 6%, 10%, -1.1%, 28%, 15%, -1%
C=C1SC(=Nc2c(C)cc(C)cc2C)N(C(=O)c2sc3ccccc3c2Cl)C12CCCCC2
  /, 11%, /, -0.3%, 4%[9.22 µM], 43%, /
Cc1cc(SCC(=O)N/N=C/c2ccc(O)c(O)c2)c(C)cc1Br
  -2%, -6%, 14%[38.3 µM], 8.5%, ?, -3%[46.1 µM], -6%
CC(C)(C)NC(=O)C(=O)NCc1ccccn1
  0%, -26%, -3%, 0.3%, 9%, 18%, 1%[46 µM]
COc1ccc(C2CC(c3cccs3)=NN2C(=O)CSc2nncn2C)cc1OC (configuration not stated)
  -1%, -3%, -2%, -5.8%, 11%, 9%, -13%[46 µM]
O=C1c2ccccc2NC(c2ccccc2)N1NS(=O)(=O)c1ccccc1 (configuration not stated)
  1%, 12%, -8%, -1.3%, -5%, -30%, -6%[46 µM]
CCOC(=O)c1cc(C)nc(S(C)(=O)=O)c1C#N
  /, 1%, /, ?, -16%[9.22 µM], 32%, /
COC(=O)C1=CN(C)C=C(C(=O)OC)C1c1ccc(O)c(OC)c1
  1%, 4%, -3%[38.3 µM], -3.2%, 22%, -10%[46.1 µM], -3%
Nc1nonc1-c1noc(N2CCCCC2)n1
  7%, -1%, 9%[38.3 µM], -1.6%, -1%, 1%[46.1 µM], 13%
CCCN(CCC)S(=O)(=O)c1cccc(C(=O)Nc2ccc3c(c2)OCO3)c1
  4%, -2%, 9%[38.3 µM], -9.6%, -6%, ?, 5%
O=C(c1ccc(Cl)c(S(=O)(=O)N2CCCCCC2)c1)N1CCN(CCO)CC1
  -2%, 7%, 24%[38.3 µM], 0.4%, ?, -10%[46.1 µM], -11%
O=C(CSc1cccc[n+]1[O-])Nc1ccc(N2CCOCC2)cc1
  -7%, 0%, 5%, -0.2%, 12%, -1%, -16%[9.22 µM]
CCN(CC)C(=O)CSCC(=O)Nc1ccccc1
  14%, 12%, -12%[38.3 µM], 0.7%, 3%, 5%[46.1 µM], 0%
O=C(Cn1nnc2ccccc21)c1ccc(Cl)cc1
  /, 0%, /, 0.1%, 5%[9.22 µM], -3%, /
Cc1c(C(=O)NC(=S)Nc2ccc(N3CCOCC3)cc2)cccc1[N+](=O)[O-]
  -4%, -5%, 1%, 8.4%, 14%, 2%, /
COc1ccccc1NS(=O)(=O)c1cc(NC(=O)c2sccc2C)ccc1N1CCCC1
  5%, -8%, 10%, -0.8%, 27%, -14%, -21%[46 µM]
COc1ccc(Cn2nnnc2C(c2cccs2)N2CCN(c3ccc([N+](=O)[O-])cc3)CC2)cc1 (configuration not stated)
  1%, 1%, 4%, 0.0%, 8%, 2%[46.1 µM], -15%
O=C(NNC(=O)c1cccs1)c1ccc(Cl)c(Cl)c1
  -1%, -5%, 10%, 1.1%, 0%, 7%, -1%
Cc1ccc(/C=N/NC(=O)COc2ccccc2-c2ccccc2)cc1
  1%, -3%, 14%, 12%, 10%, -28%, ?
COc1ccc(NC(=O)COC(=O)Cc2ccccc2[N+](=O)[O-])cc1OC
  3%, ?, 14%, 1.6%, -3%, 10%, /
Cc1cccc(-n2c(SCC(=O)Nc3nnc(C)s3)nnc2-c2ccoc2C)c1
  -6%, 13%, 5%[38.3 µM], 2.0%, 17%, -20%[46.1 µM], 23%
CCOC(=O)c1c2c3c(cccc3[nH]c1=O)C(=O)c1ccccc1-2
  1%, 7%, 1%, -0.2%, 6%, -1%, /
Cc1c(O)c2c(=O)n(-c3ccccc3)c(-c3ccccc3)cc2oc1=O
  -1%, 4%, 1%, -1.4%, -4%, -7%, ?
CCOc1ccc(C(=O)Nc2cnn(Cc3ccc(Cl)c(Cl)c3)c2)cc1
  0%, -4%, -3%[38.3 µM], 0.0%, -27%, -19%[46.1 µM], 9%
CCCCn1c(=NC(=O)c2ccco2)c(C(=O)OCC)cc2c(=O)n3cccc(C)c3nc21
  /, 0%, /, 1.3%, -4%[9.22 µM], 57%, /
CC(=O)c1cccc(NC(=S)N2c3ccccc3CC2C)c1 (configuration not stated)
  8%, 8%, 8%, -1.2%, -13%, 0%, -5%[46 µM]
Cc1cc(C)n2nc(C(=O)NCc3ccccc3)nc2n1
  2%, 7%, -7%, 0.0%, -2%, -7%[46.1 µM], -7%
CCOC(=O)N1CCN(c2c(NCc3ccccn3)c(=O)c2=O)CC1
  0%, -3%, -2%[38.3 µM], 1.6%, 0%, 2%[46.1 µM], -2%
O=C(/C=C/c1ccc(S(=O)(=O)N2CCOCC2)cc1)NC(=S)NCCCn1ccnc1
  0%, -10%, 8%, 2.4%, -12%, -1%, ?
CCN1CCN(CCC(=O)Nc2ccccc2OC)CC1
  -4%, 7%, 15%[38.3 µM], 1.1%, 15%, -16%[46.1 µM], 2%

(continued)
| SMILES | KinaseGlo FLuc | CBFb RUNX1 block | IMPase Li inh | Epigenetic reg | HttQ103 aggreg | NPSR antagonist | Lamin A splicing |
| --- | --- | --- | --- | --- | --- | --- | --- |
| Cc1cc(Br)ccc1NC(=O)c1ccccc1-c1ccccc1 | / | 10% | / | 0.1% | 7% | 1%[46.1 µM] | -4% |
| COc1ccccc1NC(=O)CCC(=O)O | 2% | 9% | 16%[38.3 µM] | 2.6% | -16% | 3%[46.1 µM] | -3% |
| Cc1nnc(SCC(=O)NC2CCCCC2)n1C1CCCCC1 | -2% | 9% | -4% | 1.1% | -11% | 8% | 5% |
| Cc1c(Br)c([N+](=O)[O-])nn1CC(=O)Nc1cccc2nonc12 | -2% | 9% | 15% | -3.4% | 18% | -19% | / |
| COC(=O)COc1ccsc1C(=O)OC | -1% | 1% | -7%[38.3 µM] | -1.1% | -5% | 2%[46.1 µM] | 9% |
| COc1ccc(NC(=O)c2ccc3nc[nH]c3c2)c(OC)c1 | 2% | -22% | -2% | -2.5% | 24% | 6% | -21%[46 µM] |
| O=S(=O)(Cc1ccccc1)N1CCN(Cc2ccccc2)CC1 | -1% | 9% | 2%[38.3 µM] | 1.6% | -4% | -11%[46.1 µM] | -2% |

Individual results from the results shown:
COc1ccccc1NC(=O)CCC(=O)O @ Epigenetic reg = 2.6%
Cc1c(Br)c([N+](=O)[O-])nn1CC(=O)Nc1cccc2nonc12 @ CBFb RUNX1 block = 9%
COC(=O)COc1ccsc1C(=O)OC @ IMPase Li inh = -7%[38.3 µM]
Cc1cc(Br)ccc1NC(=O)c1ccccc1-c1ccccc1 @ NPSR antagonist = 1%[46.1 µM]
O=S(=O)(Cc1ccccc1)N1CCN(Cc2ccccc2)CC1 @ KinaseGlo FLuc = -1%
COc1ccc(NC(=O)c2ccc3nc[nH]c3c2)c(OC)c1 @ NPSR antagonist = 6%
Cc1nnc(SCC(=O)NC2CCCCC2)n1C1CCCCC1 @ HttQ103 aggreg = -11%

One compound at a time (already shown).
Results for Cc1nnc(SCC(=O)NC2CCCCC2)n1C1CCCCC1 : KinaseGlo FLuc: -2%; CBFb RUNX1 block: 9%; IMPase Li inh: -4%; Epigenetic reg: 1.1%; HttQ103 aggreg: -11%; NPSR antagonist: 8%; Lamin A splicing: 5%
Results for COC(=O)COc1ccsc1C(=O)OC : KinaseGlo FLuc: -1%; CBFb RUNX1 block: 1%; IMPase Li inh: -7%[38.3 µM]; Epigenetic reg: -1.1%; HttQ103 aggreg: -5%; NPSR antagonist: 2%[46.1 µM]; Lamin A splicing: 9%

Screening data (PubChem)

Not all compounds are listed; count on the stated rates, not on these rows.
